Screens deposited in PubChem BioAssay by several laboratories.
MT1-MMP act inh – inhibitors of human MT1-MMP activation. P50281. HT1080 RFP-PRO-GFP cells, GFP/RFP ratio fluorescence, overnight; percent of plate control window, DMSO zero. GFP/RFP ratio change, % at 20 µM. 360,000 compounds, 0.061% hits;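 active means GFP/RFP ratio change of at least 30% with cell ATP level not reduced by more than half and red fluorescence within 50% of control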; further: strong numbers were not always called active
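Compound: 20 µM single dose, 1% DMSO / System: HT1080 RFP-PRO-GFP cells / Controls: DMSO and RFP-L50D-GFP cell wells / Read-out basis: GFP/RFP fluorescence ratio / Schedule: overnight compound exposure at 37 °C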
FAS-TE inh – blocks the thioesterase domain of human fatty acid synthase; recombinant FAS-TE, OMFH fluorogenic substrate, fluorescence endpoint; inhibition, % at 15 µM; P49327; AID 602261; 360,000 compounds, 0.67% hits;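 active means compounds whose normalised, plate-corrected inhibition of enzyme fluorescence in the single-dose primary screen is 50% or more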;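 further: 0% = DMSO with enzyme and 100% = substrate without enzyme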
CSN inh – CSN deneddylation inhibition; 360,000 compounds, 0.38% hits; Q92905; Purified CSN, SCF-Nedd8-OG deneddylation, fluorescence polarization; inhibition, % at 12.5 µM;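 active means pattern-corrected inhibition above about 35%, with an unprinted fluorescence ratio check between 0.5 and 1.5, limit read from the data, passing the limit was not always enough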;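 further: 0% = enzyme with substrate and 100% = substrate without enzyme; some results filed as inactive read as strong as hits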
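Assay system: HEK293T-derived human Csn5 enzyme; quantity: 0.24 nM enzyme; medium: Tris/NaCl/DTT buffer, pH 7.5; also added: substrate SCFSkp2-Nedd8OG, 10 nM; doses: 12.5 µM compound; schedule: 90 min reaction at room temperature; signal: FP; read-out: % inhibition of substrate cleavage by Csn5; benchmarks: substrate-only high control, full reaction low control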
MsrA act – activators of bovine methionine sulfoxide reductase A | purified bovine MsrA, absorbance read-out | activation, % at 10.6 µM | 360,000 compounds, 0.3% hits; in the data active means activation above about 7.5%;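 further: 0% = vehicle and 100% = reference activator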
E coli Lon inh – E. coli protease La inhibition. P0A9M0. purified E. coli Lon protease, fluorescence polarization. inhibition, % at 7.94 µM. 360,000 compounds, 0.42% hits; in the data active means inhibition above about 13%, passing the limit was not always enough;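 further: 0% = enzyme with probe and DMSO and 100% = no enzyme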
MLLE-PAM2 inh – blocks PAM2 peptide binding to the PABP1 MLLE domain; P11940; GST-MLLE / FITC-PAM2 fluorescence polarization; inhibition, % at 20 µM; 360,000 compounds, 0.36% hits; in the data active means inhibition above about 35%, passing the limit was not always enough;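 further: plate controls were DMSO wells with GST-MLLE for no effect and wells lacking GST-MLLE protein for full effect; some results filed as inactive read as strong as hits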
Rin1 Abl inh – inhibitors of human Rin1-Abl protein interaction. 360,000 compounds, 0.4% hits. P00519+Q13671. inhibition, % at 7.35 µM. TR-FRET Rin1/Abl binding, biochemical; in the data active means inhibition above about 5%, passing the limit was not always enough
Target sequence (P00519 whole entry, looked up): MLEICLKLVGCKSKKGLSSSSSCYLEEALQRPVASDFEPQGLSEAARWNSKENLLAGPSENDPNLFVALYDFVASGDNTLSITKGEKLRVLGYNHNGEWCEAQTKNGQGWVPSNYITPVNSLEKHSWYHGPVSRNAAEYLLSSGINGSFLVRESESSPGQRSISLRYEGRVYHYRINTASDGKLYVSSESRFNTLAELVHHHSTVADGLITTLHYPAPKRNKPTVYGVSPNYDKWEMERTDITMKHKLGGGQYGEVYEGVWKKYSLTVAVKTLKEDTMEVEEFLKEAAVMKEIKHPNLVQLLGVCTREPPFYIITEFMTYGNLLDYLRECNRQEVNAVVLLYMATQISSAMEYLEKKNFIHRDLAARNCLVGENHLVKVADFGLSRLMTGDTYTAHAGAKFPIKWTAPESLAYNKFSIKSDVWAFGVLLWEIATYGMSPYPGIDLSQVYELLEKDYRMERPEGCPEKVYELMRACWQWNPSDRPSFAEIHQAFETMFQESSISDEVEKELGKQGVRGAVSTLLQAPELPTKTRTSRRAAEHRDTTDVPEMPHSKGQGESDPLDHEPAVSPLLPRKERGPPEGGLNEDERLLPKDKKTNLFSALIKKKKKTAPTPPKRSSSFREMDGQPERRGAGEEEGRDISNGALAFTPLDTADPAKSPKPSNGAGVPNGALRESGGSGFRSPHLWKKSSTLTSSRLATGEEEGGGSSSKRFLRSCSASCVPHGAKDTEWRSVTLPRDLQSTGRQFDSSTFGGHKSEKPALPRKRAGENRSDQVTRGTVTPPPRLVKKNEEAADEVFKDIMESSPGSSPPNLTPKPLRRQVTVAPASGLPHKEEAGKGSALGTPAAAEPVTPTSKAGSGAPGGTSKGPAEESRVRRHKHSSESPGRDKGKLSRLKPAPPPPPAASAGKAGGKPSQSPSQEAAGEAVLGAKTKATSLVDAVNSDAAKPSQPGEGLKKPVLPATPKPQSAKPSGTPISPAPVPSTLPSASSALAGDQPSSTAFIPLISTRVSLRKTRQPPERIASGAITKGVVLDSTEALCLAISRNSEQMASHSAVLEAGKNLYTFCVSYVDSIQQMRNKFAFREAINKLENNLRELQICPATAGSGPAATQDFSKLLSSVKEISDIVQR
Target sequence (Q13671 whole entry, looked up): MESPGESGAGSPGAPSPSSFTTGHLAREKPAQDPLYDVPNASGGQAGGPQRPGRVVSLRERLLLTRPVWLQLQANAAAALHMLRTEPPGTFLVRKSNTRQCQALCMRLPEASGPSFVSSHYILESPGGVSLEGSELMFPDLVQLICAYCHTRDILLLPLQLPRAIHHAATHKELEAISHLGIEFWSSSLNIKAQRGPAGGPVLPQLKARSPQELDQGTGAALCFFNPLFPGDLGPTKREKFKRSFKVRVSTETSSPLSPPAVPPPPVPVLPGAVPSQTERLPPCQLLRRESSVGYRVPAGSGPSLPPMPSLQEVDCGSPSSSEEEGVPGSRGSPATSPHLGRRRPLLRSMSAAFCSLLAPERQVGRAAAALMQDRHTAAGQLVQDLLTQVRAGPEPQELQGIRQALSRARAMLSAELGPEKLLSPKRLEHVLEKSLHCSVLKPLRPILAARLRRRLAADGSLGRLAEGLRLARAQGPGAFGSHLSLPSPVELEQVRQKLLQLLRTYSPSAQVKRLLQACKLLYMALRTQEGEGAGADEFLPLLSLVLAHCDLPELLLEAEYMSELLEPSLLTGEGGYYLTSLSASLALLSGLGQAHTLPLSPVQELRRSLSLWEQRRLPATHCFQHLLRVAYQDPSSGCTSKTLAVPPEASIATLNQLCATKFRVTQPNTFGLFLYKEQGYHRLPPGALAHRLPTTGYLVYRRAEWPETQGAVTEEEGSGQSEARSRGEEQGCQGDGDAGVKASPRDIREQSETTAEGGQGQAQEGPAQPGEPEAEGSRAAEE
Rpn11 block – blocks the human proteasome subunit Rpn11. 360,000 compounds, 0.59% hits. O00487. AID 588493. calls only at 20 µM. human 26S proteasome, Ub4-pepOG fluorescence polarization; 20S core pre-blocked with epoxomicin;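 active means inhibition at 20 µM, scaled to each plate's controls, above about 33%, limit read from the data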
MsrA inh – bovine MsrA inhibition. inhibition, % at 15.5 µM. 360,000 compounds, 0.75% hits. purified bovine MsrA, absorbance read-out; in the data active means inhibition above about 4.5%;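 further: 0% = vehicle wells with enzyme and 100% = reference inhibitor wells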
* = called active by the depositor; i = inactive; · = not tested or not shown.

Order of results – MT1-MMP act inh	FAS-TE inh	CSN inh	MsrA act	E coli Lon inh	MLLE-PAM2 inh	Rin1 Abl inh	Rpn11 block	MsrA inh
- COc1cccc(CNC(=O)Cn2ccc3cc(S(=O)(=O)N4CCCC4)ccc32)c1
    0	4	3	-2	-6	-6	0	i	-0.2
- Cc1cc(C)n(-c2cccc(CN(C)Cc3nc(-c4cnccn4)no3)c2)n1
    3	-3	-8	-3	0	10	2	i	-0.6
- CCCN1C(=O)/C(=C/c2cc(C)n(C)c2C)SC1=Nc1ccc(OC)cc1
    -9	33	7	-6	1	-13	0	i	0.9
- Cc1ccccc1Nc1nc(N)nc(CCl)n1
    -1	-6	6	-3	3	3	2	i	-0.5
- Oc1cccc(C(=S)N2CCN(Cc3ccccc3)CC2)c1
    1	0	-2	2	-7	36	-2	i	-0.8
- CNC(=O)CSc1nnc(-c2ccco2)n1-c1ccccc1OC
    0	-5	0	-11	0	-18	3	i	0.8
- Cc1cc(C)cc(NC(=S)N=Nc2c(O)n(C)c3ccc(S(=O)(=O)N4CCOCC4)cc23)c1
    18	61*	-14	-5	-4	14	-1	i	0.4
- CN(c1ccc(C(=O)NCc2ccccn2)cc1)S(=O)(=O)c1ccc(Cl)cc1
    -1	3	1	-2	-5	-11	2	i	1.6
- COC(=O)c1ccc(OC(=O)c2ccccn2)cc1
    -1	-7	-3	-10	-9	-23	2	i	-0.5
- CCN1CCN(C(CNS(=O)(=O)c2ccc(Cl)cc2)c2ccccc2)CC1 (centres undefined)
    -6	-4	0	-4	10	-8	0	i	1.0
- Cc1ccc(S(=O)(=O)N2CCCN(S(=O)(=O)c3ccc(C)c(C)c3)CC2)cc1C
    0	27	0	-6	-7	6	3	i	0.9
- Cc1ccc(S(=O)(=O)N2CCC(C(=O)NNC(=O)c3ccccc3O)CC2)cc1C
    6	-1	-4	0	-7	13	3	i	0.8
- Cc1[nH]n(C2=NCCS2)c(=O)c1N=Nc1ccccc1
    9	-11	4	-1	-1	40*	0	i	-0.9
- NC(=O)c1c(NC(=O)c2c(F)cccc2F)sc2c1CCN(Cc1ccccc1)C2
    -21	-26	13	-1	-48	-23	0	i	2.0
- S=C1NCCNC(=S)NCCOCCOCCN1
    3	-3	-1	-6	4	-47	2	i	0.3
- CCN(CC(=O)Nc1ccc(Cl)c(C(F)(F)F)c1)CC(=O)NC1CCS(=O)(=O)C1 (centres undefined)
    1	2	3	-2	2	6	2	i	-1.1
- Cc1ccc(N(CC(=O)NC(C)C)C(=O)CCC(=O)Nc2nccs2)cc1
    -1	-2	-1	-2	-2	0	1	i	1.2
- CCn1nc(C)cc1C(=O)N1CCc2c([nH]c3ccccc23)C1c1cc(F)ccc1F (centres undefined)
    -5	8	-7	-4	6	-5	5	i	-0.3
- Cc1ccc(NC(=O)c2ccco2)c(NC(=O)c2ccccc2)c1
    1	-4	2	0	1	-2	3	i	-0.6
- CCOC(=O)C1C(=O)C=C(c2cccs2)CC1c1ccccc1C (centres undefined)
    -4	19	8	-1	-7	-1	-1	i	1.6

Four compounds drawn at random from those above, as already listed:
Order of results – MT1-MMP act inh	FAS-TE inh	CSN inh	MsrA act	E coli Lon inh	MLLE-PAM2 inh	Rin1 Abl inh	Rpn11 block	MsrA inh
- CCN1CCN(C(CNS(=O)(=O)c2ccc(Cl)cc2)c2ccccc2)CC1 (centres undefined)
    -6	-4	0	-4	10	-8	0	i	1.0
- Cc1ccc(NC(=O)c2ccco2)c(NC(=O)c2ccccc2)c1
    1	-4	2	0	1	-2	3	i	-0.6
- CCOC(=O)C1C(=O)C=C(c2cccs2)CC1c1ccccc1C (centres undefined)
    -4	19	8	-1	-7	-1	-1	i	1.6
- Cc1cc(C)cc(NC(=S)N=Nc2c(O)n(C)c3ccc(S(=O)(=O)N4CCOCC4)cc23)c1
    18	61*	-14	-5	-4	14	-1	i	0.4

(continued)
Order of results – MT1-MMP act inh	FAS-TE inh	CSN inh	MsrA act	E coli Lon inh	MLLE-PAM2 inh	Rin1 Abl inh	Rpn11 block	MsrA inh
- C[C@@H](NC(=O)[C@@H]1Cc2ccccc2CN1C(=O)OC(C)(C)C)C(=O)NCc1ccco1
    0	-4	-6	-10	2	-1	1	i	0.9
- Fc1cccc(Cc2noc(CN3CCCCC3CCc3ccccn3)n2)c1 (centres undefined)
    -1	4	0	-2	2	5	4	i	-0.9
- COc1ccc(S(=O)(=O)N(C)CC(=O)NCC2CCCO2)cc1OC (centres undefined)
    1	-4	-3	-1	-1	-5	2	i	-0.9
- Cc1ccc(C(=O)N/N=C\c2ccccc2[N+](=O)[O-])cn1
    1	-10	-2	-4	-3	-8	-3	i	-1.3
- CC(C)(C)OC(=O)NCc1ccc(NC(=O)c2nc[nH]c2C(=O)NCCCNC(=O)c2[nH]cnc2C(=O)Nc2ccc(CNC(=O)OC(C)(C)C)cc2)cc1
    -23	0	-5	-10	4	-3	-1	i	·
- COc1cc(NC(=O)c2cc(-n3cnnc3)ccc2Cl)cc(OC)c1
    -1	-2	5	-2	-1	-125	3	i	-0.9
- Cc1cc(Nc2nc3ccccc3[nH]c2=O)n(-c2ccccc2)n1
    -17	9	0	0	-16	0	-3	i	1.2
- CCOC(=O)N1N=C(c2ccc(OC)cc2)CC1(O)C(F)(F)F (centres undefined)
    0	-1	4	-4	2	-1	-1	i	0.0
- CN(C)Cc1c(O)ccc2occ(C(=O)c3ccccc3)c12
    -3	-8	-3	-3	6	-5	-2	i	0.3
- CCOc1ccc(NC(=O)CN(C)C(=O)c2ccc3nc(CC)c(CC)nc3c2)cc1OCC
    1	-3	0	-2	-2	-18	0	i	-0.2
- COC(=O)COc1ccc(S(=O)(=O)N2CCCCCC2)cc1
    3	-3	1	-3	-5	-5	4	i	-0.1
- CCCC1=C(C(=O)OCC)C(c2ccncc2)n2ncnc2N1 (centres undefined)
    -5	-7	3	-1	0	11	1	i	0.7
- O=C(c1ccc(F)cc1F)N1CCC(N2CCC(C(=O)N3CCOCC3)CC2)CC1
    -3	-8	7	-1	0	-4	1	i	-0.8
- CCOC(=O)c1c(NC(=O)CSc2nnc(C)c(=O)[nH]2)sc2c1CCC2
    -6	-5	5	-9	-9	9	1	i	-0.1
- O=C(Nc1cccc(C(=O)NC2CC2)c1)c1ccc(F)c(S(=O)(=O)N2CCOCC2)c1
    6	-4	0	-2	-5	-4	1	i	0.3
- COc1ccc(N=Cc2c(O)[nH]c3ccccc23)cc1OC
    -15	-3	-2	-3	-4	-6	-4	i	2.2
- Cc1[nH]c2ccccc2c1/C=N/Nc1ccc([N+](=O)[O-])cc1S(=O)(=O)Nc1ccc(Cl)cc1
    -165	17	44*	-9	-9	-146	1	·	-0.1
- COc1cc([N+](=O)[O-])ccc1NC(=O)CC(C)C
    2	-5	2	-5	-16	-4	-4	i	2.0
- CCN(CC(=O)Nc1ccc(NC(C)=O)cc1)C(=O)CSCc1c(C)noc1C
    1	-6	3	1	2	-12	2	i	0.5
- CC1=C(C(=O)Nc2ccccc2C)C2(CCCCC2)C(C(N)=O)C(=S)N1 (centres undefined)
    1	-8	-4	-5	8	21	7	i	1.4
- O=C(c1ccco1)n1nc(-c2ccco2)nc1SCc1ccccc1
    3	15	3	-3	-6	4	-2	i	-0.2
- COc1ccc(/C=C2\SC(=O)N(CC(=O)Nc3ccc(O)cc3)C2=O)cc1OC
    7	-2	-2	-2	2	-12	0	i	2.9
- Cc1cc(C)cc(C(=O)NCC(=O)OCC(=O)c2c(N)n(C)c(=O)n(C)c2=O)c1
    -1	-2	-2	-1	-5	14	-1	i	0.8
- C(=C\c1cccc2ccccc12)/c1nnc(-c2cccs2)o1
    -4	35	1	-4	8	2	0	i	0.9
- CCOC(=O)c1cccc(NC(=O)C2(S(=O)(=O)c3ccc(Cl)cc3)CC2)c1
    1	8	7	-1	-6	-11	-1	i	-1.3
- CC1(C)CC(=O)C2=C(C1)N(c1ccc(Cl)cc1)C(=O)C2(O)C(F)(F)F (centres undefined)
    5	-10	-1	2	3	1	2	i	1.0
- CC(C)N1CCC(=NNC(=O)c2cccs2)CC1
    1	-5	1	-4	-5	3	1	i	1.3
- O=C1C=CN(C2OC(CO)C(O)C2O)C(=O)C1 (centres undefined)
    4	-5	-1	-2	-1	0	2	i	-1.0
- Cc1cc(C)n2ncc(C(=O)NCCc3ccccc3)c2n1
    -2	6	0	-3	-1	-11	1	i	0.9
- COC(=O)c1ccc[n+](CC(=O)Nc2ccc(OC(F)F)cc2)c1
    -7	-8	-1	-4	-4	-91	2	i	0.2
- Cc1cnc(NC(=O)CSc2nnc(COc3ccccc3)o2)s1
    1	-2	4	-1	5	-13	2	i	0.1
- O=C(O)c1cc(O)ccc1NC(=O)C1CCCO1 (centres undefined)
    2	-4	0	-5	-4	5	1	i	-0.5
- BrC(=C\c1ccccc1)/C=N/N1CCN(c2ccccc2)CC1
    0	12	-4	-9	-3	2	0	i	0.1
- COc1ccc(CNC(=O)COC(=O)CN2C(=O)COc3ccccc32)cc1
    -1	-7	1	-2	-5	4	2	i	-0.3
- CCc1nnc(NC(=O)CSc2nnc(-c3ccccc3O)n2-c2ccc(C)cc2C)s1
    -8	13	2	-1	-3	2	-2	i	0.8
- COc1ccc(NC(=O)C2CCN(C(=O)c3ccc(OC)cc3)CC2)cc1
    -3	-9	-6	-4	-1	-1	-2	i	-0.6
- CC1(C)CC2CC(C)(CN2C(=O)COC(=O)c2cc(Cl)cc(Cl)c2N)C1 (centres undefined)
    -8	17	2	-2	-10	1	2	i	-0.5
- COc1ccc(N2C(=O)C(F)(F)C2c2ccc(C)cc2)cc1OC (centres undefined)
    -2	19	-3	-4	-3	0	0	i	-0.3
- O=C1CC(=O)C(n2cncn2)C(c2ccc(Cl)cc2Cl)C1 (centres undefined)
    6	-1	5	-2	-3	-40	-5	i	·
- CC(Oc1cccc(Cl)c1)C(=O)NNC(=O)c1cccnc1 (centres undefined)
    1	-7	-4	3	-8	1	2	i	1.2
- CCCc1cc(=O)[nH]c(SCC(=O)c2cc(C)n(C(C)COC)c2C)n1 (centres undefined)
    5	-6	-5	-8	-3	16	-2	i	-0.4
- Cc1ccc(NC(=O)c2sc3nc(C)nc(N4CCN(c5ccccn5)CC4)c3c2C)c(C)c1
    2	16	-3	-4	1	2	-3	i	-0.2
- COC(=O)c1c(C)[nH]c(C(=O)C(C)OC(=O)C2=NNC(=O)CC2)c1C (centres undefined)
    3	-8	-2	3	8	-4	0	i	-0.8
- CC1(c2nnc(-c3ccc(Cl)cc3)o2)CC(c2ccncc2)=NO1 (centres undefined)
    -1	-7	1	-4	9	-8	4	i	-0.3
- Cc1ccc(C)c(N2CCN(C(=O)CCc3nc(-c4ccc(F)cc4)no3)CC2)c1
    3	11	5	-1	-14	1	-2	i	-1.9
- COc1ccc(-n2nc(C(=O)NCC(=O)NC(C)C)c3ccccc3c2=O)cc1OC
    4	-4	-3	-6	4	14	3	i	0.4
- CC#CC[N+](C)(C)CCCCCCCCCC
    -3	-3	-2	-2	3	-6	-1	i	-1.0
- CCOc1ccccc1NC(=O)CSc1nnc(-c2ccccn2)n1Cc1ccco1
    1	5	-1	1	-1	0	-2	i	-0.9
- CC1=C(C(=O)OCc2ccccc2)C(c2ccc(-c3ccccc3)cc2)NC(=O)N1CCCCCC(=O)O (centres undefined)
    7	14	4	-1	-3	6	3	i	-1.0
- CC12CC3CC(C)(C1)CC(C(=O)N1CCN(C(=O)c4ccco4)CC1)(C3)C2
    -6	2	-3	-3	7	-2	0	i	1.7
